# FEN1 inh – human FEN1 inhibition. Recombinant FEN1 flap cleavage, fluorescence, 15 min. Potency, µM (top dose mostly 114 µM), without a hit: at the highest dose activity change, negative = inhibition, actives largely listed as inhibitors. 0.35% of 390,000 active. AID 588795; further: nearly all actives have a fitted effect of over 65% in size
# Target sequence (P39748 whole entry, looked up): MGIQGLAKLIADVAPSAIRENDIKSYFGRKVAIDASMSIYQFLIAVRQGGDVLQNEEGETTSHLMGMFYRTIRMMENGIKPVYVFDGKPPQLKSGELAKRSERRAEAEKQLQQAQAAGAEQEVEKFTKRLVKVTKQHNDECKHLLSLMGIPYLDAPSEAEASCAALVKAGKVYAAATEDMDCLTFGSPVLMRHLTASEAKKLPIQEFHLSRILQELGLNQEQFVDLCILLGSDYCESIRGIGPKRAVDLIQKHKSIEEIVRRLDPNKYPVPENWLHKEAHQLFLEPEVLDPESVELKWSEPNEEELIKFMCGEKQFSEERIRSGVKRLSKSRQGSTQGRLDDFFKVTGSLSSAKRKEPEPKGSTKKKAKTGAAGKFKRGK
#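 With each library titrated from low to high concentration, compounds met 10 nM FEN1 for 15 min at room temperature before 50 nM substrate was added; readings at 0 and 15 min fed four-parameter Hill curve fits.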
# TDP1 block – blocks human tyrosyl-DNA phosphodiesterase 1; recombinant TDP1, AlphaScreen DNA substrate cleavage; Potency, µM (doses to about 130 µM), for the others: top-dose activity change, negative = inhibition, usual class: inhibitors; 0.28% of 350,000 active; AID 485290; further: nearly all actives have a fitted effect of over 40% in size
# Target sequence (Q9NUW8 whole entry, looked up): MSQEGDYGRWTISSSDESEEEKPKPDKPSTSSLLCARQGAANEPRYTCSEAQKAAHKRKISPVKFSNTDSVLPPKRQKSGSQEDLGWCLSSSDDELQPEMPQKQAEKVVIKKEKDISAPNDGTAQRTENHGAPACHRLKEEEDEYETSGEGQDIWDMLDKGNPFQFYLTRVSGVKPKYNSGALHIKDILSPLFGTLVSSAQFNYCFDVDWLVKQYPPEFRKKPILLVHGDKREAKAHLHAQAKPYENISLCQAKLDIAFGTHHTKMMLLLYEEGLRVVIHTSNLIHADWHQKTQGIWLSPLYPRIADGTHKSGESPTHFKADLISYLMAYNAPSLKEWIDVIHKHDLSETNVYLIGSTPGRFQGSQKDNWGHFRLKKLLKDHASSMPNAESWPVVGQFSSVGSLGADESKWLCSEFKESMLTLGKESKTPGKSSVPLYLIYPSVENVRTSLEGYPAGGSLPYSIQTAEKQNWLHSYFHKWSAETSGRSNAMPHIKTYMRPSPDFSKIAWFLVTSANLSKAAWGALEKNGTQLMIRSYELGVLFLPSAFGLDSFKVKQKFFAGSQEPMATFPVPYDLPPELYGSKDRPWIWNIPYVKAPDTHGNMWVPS
#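 Recombinant E. coli-expressed Tdp1 (1 nM) preincubated with compound 15 min at RT, then 5'-biotin/3'-phosphotyrosine-FITC DNA substrate (15 nM) added for 5 min. AlphaScreen beads (10 ug/ml) added, 10 min RT; tyrosine-FITC cleavage read as signal loss.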
# N370S GC mod – N370S glucocerebrosidase modulation, Gaucher chaperone candidate | P04062 | N370S GC spleen homogenate, 4MU-glucoside fluorescence | Potency, µM (series often up to 59.4 µM), for inactives: at the top dose activity change, negative = inhibition, usual class: inhibitors | 0.092% of 330,000 active;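 further: 0% = full enzyme activity and -100% = no enzyme basal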
# * = called active by the depositor; ? = inconclusive; · = no result given; & = joins results of further samples; [ ] = dose if it differs, or a comment. The call rests on the fitted dose curve; in most records, active means well fitted curve in the direction sought with a large enough effect; inconclusive means small, poorly fitted or top-dose-only effect, or another doubt; inactive means no such curve, though single readings can be large; an effect the other way counts as inactive or inconclusive. Unless noted, on the % scale 0 is the no-effect control and ±100 the full control effect; potency means the concentration at half of the fitted maximal effect.
SMILES,FEN1 inh,TDP1 block,N370S GC mod
O=C(NC(=S)Nc1cc(C(F)(F)F)ccc1N1CCOCC1)c1ccco1,-19.6%,6.8%,?
COC(=O)c1ccc(NC(=O)CNS(=O)(=O)c2cccs2)cc1,-5.6%,2.3%,6.6%
O=C(NNC(=S)NC(=O)c1sc2ccccc2c1Cl)c1ccc(Cl)cc1,-9.5%,10.8%,-2.8%
CCOc1cc(Br)c(COc2ccc(C)nc2[N+](=O)[O-])cc1OCC,3.9%,2.5%,-9.2%
C=CCn1c(SCC(=O)NCC2CCCO2)nc2sc(C)c(C)c2c1=O (stereo not drawn),8.9%,1.0%,9.6%
CCOc1cc(/C=N/N=C2/NC(=O)C(CC(=O)O)S2)ccc1OS(=O)(=O)c1ccc(C)cc1 (stereo not drawn),-19.8%,0.0%,-3.7%
CCOC(=O)c1cnn(Cc2ccccc2)c1N,-8.8%,0.0%,3.0%
CN(C)S(=O)(=O)c1cccc(C(=O)NCC2CCCO2)c1 (stereo not drawn),-6.0%,8.7%,-9.4%
COc1cccc(C2C3=C(CC(C)(C)CC3=O)Nc3cc4c(cc32)OCO4)c1 (stereo not drawn),-23.4%,7.8%,?
Cc1c(NC(=O)CSc2ncn[nH]2)c(=O)n(-c2ccccc2)n1C,-6.0%,-7.7%,10.3%
COc1cc2oc3cc(C)oc(=O)c3c2cc1OC,-0.6%,·,-2.8%
COc1ccc(NS(=O)(=O)c2csc(C(N)=O)c2)cc1OC,1.2%,·,-3.8%
CC(=O)Nc1ccc(C)cc1-c1nc2ccccc2n(CC(=O)Nc2cc(Cl)ccc2C)c1=O,-1.2%,5.7%,·
CC1CCC(=O)N(CCSc2ccccc2)CC1 (stereo not drawn),-5.4%&14.6%,·,-7.1%
COCCNC(=O)CCCn1c(=O)c2cc(OC)c(OC)cc2n(CC(=O)Nc2ccc(C)c(F)c2)c1=O,-4.7%,-1.2%,9.7%

# Reformatted tab-delimited: part of the list above.
molecule	FEN1 inh	TDP1 block	N370S GC mod
CC(=O)Nc1ccc(C)cc1-c1nc2ccccc2n(CC(=O)Nc2cc(Cl)ccc2C)c1=O	-1.2%	5.7%	·
CN(C)S(=O)(=O)c1cccc(C(=O)NCC2CCCO2)c1 (stereo not drawn)	-6.0%	8.7%	-9.4%
COC(=O)c1ccc(NC(=O)CNS(=O)(=O)c2cccs2)cc1	-5.6%	2.3%	6.6%

# Following part
SMILES,FEN1 inh,TDP1 block,N370S GC mod
Cc1nc(-c2ccccc2)sc1C(=O)Nc1ccc(S(N)(=O)=O)cc1,16.8%,·,-1.4%
COc1ccc(NC(C)=O)cc1NC(=O)CSc1nnc(-c2ccccn2)n1C,5.9%,2.3%,4.9%
N#C/C(=C\c1ccncc1)c1ccc(NC(N)=O)cc1,17.7%,·,-3.2%
Cc1cc(=O)[nH]c(NCc2ccc(Cl)cc2)n1,-0.1%,·,-0.2%
Cc1ccc(-n2ncc(C(=O)NCCCN3CCc4ccccc4C3)c2C2CCN(C(=O)OC(C)(C)C)CC2)cc1C,-16.9%,-3.2%,·
CCN(CCO)c1ccc(N=Nc2cc(C)[nH]n2)cc1,-6.9%,·,-25.2%
Cc1ccc(NC(=O)Nc2c(C)n(C)n(-c3ccccc3)c2=O)cc1,0.3%,·,1.5%
COc1ccc(-n2cc(C(=O)c3cc4ccccc4oc3=O)c(C(C)=O)n2)cc1,9.2%,0.0%,7.8%
CC(=O)Nc1c(O)nc(C)[nH]c1=O,15.0%,3.9%,10.1%
CCOc1ccc(NC(=O)CN2CCN(CC(=O)Nc3ccc(OC)cc3OC)CC2)cc1,0.3%,·,-27.3%
CC(C)(C)n1ncc2c(=O)n(CC(=O)Nc3ccc4c(c3)OCCO4)cnc21,10.3%,-3.1%,8.1%
COc1cc(NC(=O)c2ccco2)c(OC)cc1NC(=O)c1cc(OC)c(OC)c(OC)c1,-20.0%,-5.6%,14.8%
O=C(NCCCO)C(=O)Nc1cc2c3c(c1)CCC(=O)N3CCC2,-9.1%,1.9%,1.8%
O=S(=O)(Nc1ccc2c(c1)OCCO2)c1ccc(F)cc1,-5.2%,0.0%,-1.4%
Cc1[nH]c(C)c(C(=O)O)c1CNC1CCCCC1C (stereo not drawn),·,2.2%,4.4%
CCC(Cc1ccccc1)NC(=O)C1CCC(CNc2c(N3CCCC3)c(=O)c2=O)CC1 (stereo not drawn),-12.7%,5.9%,-5.6%
CC(=O)Nc1cccc(NC(=O)CSc2nc(C3CC3)nc3ccccc23)c1,4.9%,·,-11.8%
CC(C(=O)NC1CCCC1)N(c1ccc(Oc2ccccc2)cc1)S(C)(=O)=O (stereo not drawn),1.9%,0.0%,8.1%
CCn1cc([N+](=O)[O-])c(C(=O)Nc2ccn(Cc3ccccc3)n2)n1,-0.5%,2.6%,?
COc1ccccc1N1CCN(S(=O)(=O)c2cc(C(F)(F)F)cc(C(F)(F)F)c2)CC1,11.3%,2.6%,3.8%
O=C(c1ccc2c(c1)OCO2)N(CC1CCCO1)C1(C(=O)NC2CCCCC2)CCCCC1 (stereo not drawn),-14.5%,3.0%,5.9%
Cc1ccc(S(=O)(=O)N(C)CC(=O)OCC(=O)NC(=O)Nc2ccc3c(c2)OCCO3)cc1,10.0%,2.4%,5.2%
COCCCn1c(SCC(=O)Nc2ccc(OC)cc2)nc2c(sc3ccccc32)c1=O,-11.0%,9.3%,·
O=C(Nc1ccccc1Br)C1CCN(C(=O)Cc2ccccc2)CC1,6.4%,0.0%,-2.6%
CSc1nnc(-c2ccccc2SC)o1,2.7%,2.9%,15.7%
CC1CCN(S(=O)(=O)c2ccc3c(c2)N(CC(=O)NCCCOC(C)C)C(=O)CS3)CC1,20.3%,2.9%,-3.2%
O=C(Cn1nc(-c2ccc3c(c2)OCCO3)ccc1=O)Nc1ccc(-n2cnnn2)cc1,22.3%,4.8%,-1.1%
CCN(CC)S(=O)(=O)c1ccc(Cl)c(NC(=O)COC(=O)C2CCCCC2)c1,-16.0%,-2.4%,·
Cc1ccccc1-c1nc(CN2CCC(C(=O)NC3CC3)CC2)c(C)o1,18.3%,3.2%,-5.7%
O=C(Nc1cccc(S(=O)(=O)N2CCOCC2)c1)C1CCCC1,16.6%,1.4%,·
Cc1cc(C)n(CC(C)NC(=O)c2cc(COc3c(F)cccc3F)on2)n1 (stereo not drawn),-2.4%,2.4%,-21.7%
CC(=O)Nc1nc(S(=O)(=O)c2ccc(C)cc2)c(Cl)s1,-1.0%,2.8%,·
Cc1ccc(OCCCC(=O)Nc2sc3c(c2C(N)=O)CCCC3)cc1,-18.0%,-2.2%[12.3 µM],·
Cc1ccc(Cn2c(N3CCN(C)CC3)nc3c2c(=O)[nH]c(=O)n3C)cc1,7.8%,0.4%,0.9%
CCOC(=O)C[n+]1c(C)sc2ccc(OC)cc21,-3.6%,2.0%,-11.4%
O=C(CSCc1n[nH]c(=O)[nH]1)NCCOc1cccc(Oc2ccccc2)c1,2.3%,7.6%,5.8%
CC(=O)NNC(=O)CC(=O)Nc1nc(C23CC4CC(CC(C4)C2)C3)cs1,-16.7%,9.5%,14.3%
Cc1cc2ncn(-c3ncnc4sc5c(c34)CCC(C)C5)c2cc1C (stereo not drawn),7.9%,-2.0%,9.5%
CC(C)(C)C(=O)NC(=S)Nc1ccccc1C(=O)Nc1ccccc1,-9.3%,-1.9%,12.9%
ClCCl,·,7.6%,16.1%
O=C(COC(=O)C1(c2ccccc2F)CCCC1)NCc1ccc2c(c1)OCO2,-17.8%,5.4%,7.4%
COC(=O)[C@H](Cc1ccccc1)N(C)S(=O)(=O)c1cccc(S(=O)(=O)N(C)[C@@H](Cc2ccccc2)C(=O)OC)c1,0.0%,·,0.8%
Cc1nn(-c2ccccn2)c2c1C(c1c(F)cccc1Cl)C1=C(N2)c2ccccc2C1=O (stereo not drawn),·,5.8%,23.8%
COc1ccc(NC(=S)N2CCC(N(C)CCN3CCOCC3)CC2)cc1Cl,4.3%,5.8%,-9.8%
O=C(Nc1ccc2nc(SCC(=O)N3CCc4ccccc43)sc2c1)c1ccccc1,-2.9%,4.7%,·
C[C@@H]1CCC[C@@]2(O[C@H](CCO)C[C@@H](O)[C@@H]2O)O1,-0.5%,1.3%,5.2%
Cc1cccc(CNc2ncnc3ccc(-c4ccc5c(c4)OCO5)cc23)c1,?,3.6%&9.9%,-0.1%&-12.7%
Cc1ccc(NC(=O)c2csc(-c3ccccc3)c2C)cc1,-16.1%,7.1%,4.6%
Cc1ccc2sc(N(CCCN(C)C)C(=O)c3ccc(S(=O)(=O)N4CCCCCC4)cc3)nc2c1C,-23.3%,·,?
Cc1cccc(NS(=O)(=O)c2coc(C(N)=O)c2)c1C,0.6%,·,-5.3%
COc1ccc(N=C2C(=O)N3c4c(cccc42)C(C)=CC3(C)C)cc1,-20.0%,10.5%,-4.4%
OCCC1CN(CCCc2ccccc2)CCN1Cc1ccccc1 (stereo not drawn),-5.2%,4.8%,-20.3%
COCCN1C(=O)N[C@@H](c2cccs2)C(C(=O)OC)=C1C,-13.8%,5.0%&1.3%,-7.5%&24.5%
O=C(Nc1nc2ccc(S(=O)(=O)N3CCCC3)cc2s1)C1CCCCC1,-10.2%,9.1%,0.6%
COc1cccc2c(C)cc3nnc(SCC(=O)Nc4ccc(C)cc4)n3c12,-7.6%,0.5%,·
CCC(Oc1ccccc1)C(=O)Nc1cc(C)on1 (stereo not drawn),-1.2%,4.3%,2.7%
CCOc1ccc(CNC2CCCCCCC2)cc1OC,17.1%,0.5%,-1.9%
COC(=O)c1ccc(OCC2c3cc(OC)c(OC)cc3CCN2C(=O)c2ccccc2C)cc1 (stereo not drawn),-19.3%,10.4%,·
CCN(C(=O)CSc1ncn[nH]1)c1c(N)n(Cc2ccccc2)c(=O)[nH]c1=O,-0.8%,-13.2%,-11.4%
COCCNc1nc(C(C)(C)C)nc2c1nnn2Cc1ccccc1Cl,10.0%,6.8%,7.5%

# 6 entries out of the list above, arranged by their value in FEN1 inh, lowest first:
SMILES,FEN1 inh,TDP1 block,N370S GC mod
COc1ccc(N=C2C(=O)N3c4c(cccc42)C(C)=CC3(C)C)cc1,-20.0%,10.5%,-4.4%
COc1cccc2c(C)cc3nnc(SCC(=O)Nc4ccc(C)cc4)n3c12,-7.6%,0.5%,·
C[C@@H]1CCC[C@@]2(O[C@H](CCO)C[C@@H](O)[C@@H]2O)O1,-0.5%,1.3%,5.2%
Cc1cccc(NS(=O)(=O)c2coc(C(N)=O)c2)c1C,0.6%,·,-5.3%
COCCNc1nc(C(C)(C)C)nc2c1nnn2Cc1ccccc1Cl,10.0%,6.8%,7.5%
CCOc1ccc(CNC2CCCCCCC2)cc1OC,17.1%,0.5%,-1.9%

# (listing goes on)
SMILES,FEN1 inh,TDP1 block,N370S GC mod
COC(=O)c1ccc(CSc2ccc3nnc(-c4cccc(F)c4)n3n2)o1,-10.4%,0.0%,?
COC(=O)c1ccccc1S(=O)(=O)N1CCC(C(=O)NC2=NCCS2)CC1,14.3%,0.6%,·
CCOc1ccc(-c2cn[nH]c2N)cc1,-12.1%,7.9%,-7.3%
CC1CCN(CC(=O)N2CCN(c3ccccc3)CC2)CC1,-16.1%,2.7%,-7.7%
Cc1cccc(OCC(=O)N=Nc2c(O)[nH]c3ccc([N+](=O)[O-])cc23)c1,3.3%,1.2%,5.5%
Cc1cccnc1NC(=O)Cn1c(=O)oc2ccccc21,17.6%,0.7%,-13.0%
Oc1ccccc1-n1c(-c2ccccc2)ccc1-c1ccccc1,-21.0%,·,2.9%
Cc1ccc(/C=C2/N=C(c3ccccc3)NNC2=O)cc1,-4.5%,7.5%,26.0%
O=C(O)CSCC(=O)Nc1ccc(S(=O)(=O)N2CCCCC2)cc1,0.3%,2.9%,1.7%
COC(=O)C1=C(C)N(C)C(=O)NC1c1ccc([N+](=O)[O-])o1 (stereo not drawn),1.5%,-4.2%,7.9%
Cc1cccc(NS(=O)(=O)c2ccc(Oc3ccccc3)cc2)n1,2.7%,2.1%,2.9%
CNc1nc(NCc2ccccc2)c2ccccc2n1,-3.3%,·,28.7%
COc1ccc(CNC(=O)CSCc2c(F)cccc2Cl)cc1,5.4%,-1.2%,8.2%
